Assay outcomes: PubChem BioAssay, Sanford-Burnham Center for Chemical Genomics
tim10-1 inh: growth inhibitors of tim10-1 mutant yeast, primary screen, luminescence, uHTS; S. cerevisiae tim10-1 ts strain growth, BacTiter-Glo, 24 h; inhibition, % at 20 µM; actives 2.2% (n = 330,000);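 active means inhibition of at least 40%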;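 further: mutant grown at 25 °C; 0% = DMSO wells with yeast and 100% = wells holding no yeast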
NLRP3 yeast inh: NALP3 inflammasome inhibitors in reconstituted yeast, primary screen, luminescence, uHTS; Yeast reconstituted NLRP3/ASC/caspase-1, beta-gal luminescence, 24 h; inhibition, % at 10 µM; actives 0.39% (n = 330,000); AID 2825, 2010;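 active means inhibition of 50% or more; inactive means inhibition below 50%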;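 further: plate controls were induced DMSO wells for no effect and uninduced yeast grown without galactose for full effect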
GRIN3A LBD mod: binders of NR3A ligand-binding domain, primary screen, biophysical, differential scanning fluorimetry, uHTS; Tm shift relative to glycine control, % at 25 µM; Glutamate receptor ionotropic, NMDA 3A (GRIN3A) ligand-binding domain; actives 2.5% (n = 340,000); NR3A LBD differential scanning fluorimetry, Tm shift; 0% = protein alone, 100% = glycine-bound protein; AID 1259313, 2017;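 active means melting temperature shift of at least 10% of the positive control shift, at one fixed dose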
TIM10 inh: growth inhibitors of isogenic TIM10 control yeast, primary screen, counter-screen for tim10-1 yeast inhibitor project, luminescence, uHTS. S. cerevisiae TIM10 strain growth, BacTiter-Glo luminescence, 24 h. inhibition, % at 10 µM. actives 1.4% (n = 330,000);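 active means inhibition of 40% or more at the single tested concentration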;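 further: wild-type TIM10 isogenic control strain grown at permissive 25 °C; 0% = DMSO yeast wells and 100% = minimal medium wells without yeast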
Mdm2-MdmX inh: inhibitors of human Mdm2-MdmX association, primary screen, cell-based, luminescence, split luciferase, SaOS-2, uHTS; SaOS-2 split-luciferase Mdm2/MdmX complementation; Protein Mdm4 (Homo sapiens) + E3 ubiquitin-protein ligase Mdm2 (Homo sapiens), …; inhibition, % at 8 µM; AID 485346, 2010; actives 3% (n = 330,000);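 active means inhibition of at least 50% at 8 µM in the primary screen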
CHOP UPR activ: activators of apoptotic CHOP UPR arm, primary screen, cell-based, CHO-CHOP luciferase reporter, luminescence, uHTS | UPR activation; percent of tunicamycin response over DMSO baseline | activation, % at 10 µM | actives 0.34% (n = 330,000);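 active means at 10 µM dose, activation of 40% or more, normalized to positive control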;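 further: 100% = tunicamycin at 10 µg/mL and 0% = DMSO alone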
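Assay system: CHO cells with stable CHOP pathway luciferase reporter; Buffer or medium: F12 plus 10% serum; Times: 16-18 h cell attachment, then 6 h compound exposure, 37 °C; Signal: luciferase luminescence; Read-out basis: percent activation relative to tunicamycin control; Control set: tunicamycin high control, DMSO low control.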
tim23-1 inh: growth inhibitors of tim23-1 mutant yeast, primary screen, luminescence, uHTS; S. cerevisiae tim23-1 growth, BacTiter-Glo luminescence, 24 h; inhibition, % at 20 µM; actives 1.3% (n = 330,000); AID 463212, 2010;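 active means growth inhibition of the mutant yeast at or above 50%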;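 further: temperature-sensitive mutant grown at 25 °C; plate controls were DMSO-treated mutant yeast for no effect and medium wells lacking yeast for full effect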
APJ ag: agonists of human apelin receptor APJ, primary screen, CHO-K1 cells, PathHunter beta-arrestin, luminescence. P35414. 0% DMSO wells, 100% apelin. activation, % at 20 µM. actives 0.11% (n = 330,000);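 active means activation more than six SD over the plate average, tested at 20 µM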;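 further: 0% = DMSO alone and 100% = apelin-13 at 10 nM; some results filed as inactive read as strong as hits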
Target sequence (P35414 whole entry, looked up): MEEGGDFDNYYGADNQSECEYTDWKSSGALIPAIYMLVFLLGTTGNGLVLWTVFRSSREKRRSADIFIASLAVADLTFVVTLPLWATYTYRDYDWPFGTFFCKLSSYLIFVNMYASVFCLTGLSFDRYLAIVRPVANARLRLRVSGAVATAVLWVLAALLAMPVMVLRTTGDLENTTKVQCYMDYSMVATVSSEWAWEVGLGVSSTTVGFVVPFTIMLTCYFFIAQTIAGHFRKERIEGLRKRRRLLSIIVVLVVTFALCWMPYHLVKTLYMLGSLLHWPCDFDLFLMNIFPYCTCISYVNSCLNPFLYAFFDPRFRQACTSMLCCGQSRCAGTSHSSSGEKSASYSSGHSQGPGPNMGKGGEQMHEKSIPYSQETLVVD
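system = engineered CHO-K1 APJ arrestin reporter cells | input = 1000 cells per well | timing = overnight seeding, 90 min compound at 25 °C, 1 h detection | measured by = enzyme-fragment complementation luminescence | read-out = beta-arrestin recruitment to APJ as agonist activity, luminescent signal | control set = negative DMSO alone, positive Apelin-13 at 10 nM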
XBP1 UPR activ: activators of adaptive XBP1 UPR arm, primary screen, cell-based, CHO-XBP1 luciferase reporter, luminescence, uHTS; IRE1-XBP1 UPR activation; percent of tunicamycin response, DMSO as zero; activation, % at 20 µM; actives 0.33% (n = 330,000); AID 463104, 2010;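 active means versus positive control, 20 µM dose yields 30% or more activation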;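 further: 100% = tunicamycin at 10 µg/mL and 0% = DMSO only wells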
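Material – CHO cell line with stable XBP1 luciferase reporter · Buffer or medium – F12 plus 10% FBS · Compound – single point, 20 µM final compound, 1% DMSO · Schedule – 16-18 h cell attachment at 37 °C, then 6 h compound exposure · Signal – Steady-Glo luminescence read · Benchmarks – high control tunicamycin 10 µg/mL final, low control DMSO vehicle only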
An asterisk follows results filed as active; . = no result given. Compounds as they come (roughly 8.2% active in at least one column).

A first look (two entries):
molecule	tim23-1 inh	APJ ag	Mdm2-MdmX inh	tim10-1 inh	NLRP3 yeast inh	GRIN3A LBD mod	TIM10 inh	XBP1 UPR activ	CHOP UPR activ
O=C(COC(=O)Cc1c(F)cccc1Cl)NCCC1=CCCCC1	29.2	0.7	11.9	32.3	11.8	-2.0	19.6	-2.0	0.3
CC(C)NC(=O)NC(=O)COC(=O)C1CCCN1C(=O)c1cccs1 (stereo unspecified)	4.0	0.1	-28.4	-0.3	2.7	-0.5	2.8	0.1	-0.7

Results, previewed entries included:
molecule	tim23-1 inh	APJ ag	Mdm2-MdmX inh	tim10-1 inh	NLRP3 yeast inh	GRIN3A LBD mod	TIM10 inh	XBP1 UPR activ	CHOP UPR activ
O=C(COC(=O)Cc1c(F)cccc1Cl)NCCC1=CCCCC1	29.2	0.7	11.9	32.3	11.8	-2.0	19.6	-2.0	0.3
CC(C)NC(=O)NC(=O)COC(=O)C1CCCN1C(=O)c1cccs1 (stereo unspecified)	4.0	0.1	-28.4	-0.3	2.7	-0.5	2.8	0.1	-0.7
COc1ccc(/C=C/C(=O)NC(C)C)cc1Br	24.1	-1.8	-7.5	11.0	17.1	-1.0	4.5	-0.3	-1.1
COC(=O)c1cccc(NC(=O)CSCc2ccccc2)c1	26.6	-1.6	11.1	15.6	22.2	0.7	0.4	-2.4	2.3
CCOC(=O)COc1nc2ccc(Br)cc2c(-c2ccccc2)c1C(C)=O	-4.9	-3.8	-6.7	-17.4	-0.8	-1.2	-7.5	-4.0	0.9
NNC(=O)CCCNc1ncc(C(F)(F)F)cc1Cl	0.7	-2.7	9.0	9.6	-4.0	-1.1	11.4	-2.3	-0.4
COc1ccc(NC(=O)CN(C)CC(=O)N(C)C2(C#N)CCC(C)CC2)cc1 (stereo unspecified)	13.4	-3.5	17.2	3.9	2.3	-1.2	8.0	-2.0	-3.3
O=C1C2N=NN(CC(=O)N3N=C(c4cccc5ccccc45)CC3c3ccccc3)C2C(=O)N1c1ccccc1 (stereo unspecified)	21.0	-4.2	9.7	32.0	32.1	-0.6	22.8	0.8	2.2
COc1ccc(CCC(=O)NC2CCC(C)CC2)cc1 (stereo unspecified)	0.7	-2.8	-3.2	2.8	14.5	-0.7	-16.0	-5.1	1.1
CC(Nc1ccc2ccccc2c1)C(=O)N/N=C/c1ccncc1 (stereo unspecified)	26.9	5.2	-5.8	16.6	5.8	0.9	6.7	2.2	0.2
N#CC[C@H](Cc1ccccc1)N1CCN(Cc2ccccc2)CCC1=O	2.3	-1.1	-3.2	4.5	6.1	-1.3	-0.2	-0.5	0.3
O=C(NCc1ccccn1)C(=O)N/N=C/c1ccc2c(c1)OCO2	16.2	-4.2	-11.8	7.3	8.9	-1.9	-8.2	1.2	2.5
O=C(NC1CCSc2ccccc21)c1cc(S(=O)(=O)N2CCOCC2)ccc1F (stereo unspecified)	12.9	0.4	18.5	5.7	4.7	0.9	3.8	-4.5	1.0
Cc1ccc(CNC(=O)Nc2ccc(Cl)cc2)cc1	-12.3	-5.4	14.3	-31.5	21.7	-0.6	-2.8	-0.6	3.6
CC1CC(C)CN(C(=O)CSc2nnc(-c3ccc(Cl)cc3)o2)C1 (stereo unspecified)	9.2	-2.8	-16.7	17.3	24.5	-0.2	-1.2	-1.3	0.5
N=c1c2c(ncn1Cc1ccco1)Oc1cc(O)ccc1C2c1ccccc1 (stereo unspecified)	6.6	-2.8	33.4	9.5	-7.5	-4.9	-4.8	-3.5	-0.5
C=CCn1c(SCC(=O)Nc2cc(C)on2)nc2c([nH]c3ccccc32)c1=O	4.4	0.4	42.3	7.7	24.2	1.7	-14.9	-3.3	-0.7
CCOc1ccc(C(C)=O)cc1COC(=O)c1cnc(Cl)c(Cl)c1	-17.1	-3.0	97.4*	3.5	-7.0	2.2	12.5	3.0	3.7
O=C(O)CCCC(=O)NCCc1cccc(Cl)c1	6.4	-2.9	22.8	2.4	8.7	-0.3	-0.1	1.8	-1.1
O=C1C2C3C=CC(C3)C2C(=O)N1c1ncn[nH]1 (stereo unspecified)	-4.2	-0.4	-4.1	12.6	20.0	-0.3	-0.5	-2.6	3.1
COc1ccc(C(=O)C[n+]2cccc(C(N)=O)c2)cc1	4.5	-3.9	-0.6	-10.0	-6.9	-1.7	22.7	-1.8	-0.3
Cc1n[nH]c(=O)c2c(NC(=O)CSc3nncn3C(C)C)oc(C)c12	5.6	-3.1	29.2	7.4	4.6	-1.0	4.3	-2.9	-1.3
COCCn1nnnc1C(C(C)C)N(Cc1cccnc1)Cc1ccccc1Cl (stereo unspecified)	13.6	7.1	64.7*	39.2	3.4	-0.2	27.1	-3.7	-1.5
Cc1ccc(S(=O)(=O)N2CCN(S(C)(=O)=O)C2c2ccccc2)cc1 (stereo unspecified)	9.2	-0.9	10.6	18.2	10.8	-0.9	-14.7	-3.4	-2.0
Cc1cc(C(=O)N/N=C/c2cccc([N+](=O)[O-])c2)c2ccccc2n1	7.3	-0.3	0.4	21.8	12.0	-8.2	6.0	0.5	2.4
CC(=O)c1[nH]c(C)c(C(C)=O)c1C	9.3	-2.0	-2.4	1.9	-0.4	0.3	8.2	-0.5	-1.0
N/C(Cc1ccc([N+](=O)[O-])cc1)=N\OC(=O)c1ccc(Br)o1	60.3*	7.7	25.5	84.9*	14.5	0.3	64.3*	-1.7	-1.4
O=C(Nc1ccccc1O)N1c2ccccc2Sc2ccccc21	36.3	-1.7	15.9	13.8	19.4	0.5	19.3	-3.3	1.2
COc1cc(NC(=O)CN2C(=O)C(c3ccccc3)=NC23CCCCCC3)cc(OC)c1	23.4	-3.1	13.7	6.4	16.5	0.3	2.8	-3.1	-0.5
COCCNC(=S)NCCCNc1nc2cc3c(cc2cc1C#N)OCO3	28.2	3.8	-3.0	30.6	1.7	1.3	29.0	-0.5	-1.6
Cc1ccc(NC(=O)CSc2nccn(-c3ccc4c(c3)OCCO4)c2=O)cc1	2.2	0.7	3.6	2.5	19.9	-0.5	-3.2	-3.0	-1.8
COc1cc(C)ccc1S(=O)(=O)n1nc(C)cc1C	5.5	-5.0	5.5	12.3	8.9	-0.1	21.2	-0.2	-0.3
c1ccc(-c2sc3ccccc3c2-c2ccc(OCCN3CCOCC3)cc2)cc1	18.8	-0.7	6.7	15.4	22.8	2.0	16.9	-3.6	-1.6
CN(C)c1nc(OCCNC(=O)COc2ccc(Cl)cc2Cl)nc(N(C)C)n1	16.6	0.2	-1.4	43.8*	2.2	0.2	14.0	0.5	-3.0
O=C(N/N=C/C=C\c1cccc([N+](=O)[O-])c1)c1cccnc1	6.5	-2.5	-6.9	-9.6	7.0	12.5*	0.9	-1.5	0.7
NC(=O)NC(=O)COC(=O)CCSc1ccccc1	19.6	2.0	-18.7	28.1	15.0	-1.0	-10.5	-4.2	-0.5
COc1ccccc1-c1nnc(SCC(=O)Nc2c(Cl)cccc2Cl)o1	0.8	1.0	0.9	30.3	6.7	-3.4	-0.2	2.0	0.8
O=[N+]([O-])c1ccc(Nc2nc(Cl)nc(NCCO)n2)cc1	-10.2	-4.5	-6.6	23.3	12.9	1.2	-6.2	1.8	0.4
COc1cc(SC)ccc1C(=O)OCC(=O)N1CCN(C(C)=O)CC1	19.0	7.8	-19.2	3.5	15.7	1.9	0.4	-0.4	-0.4
Cc1cccc(NC(=O)CSc2nc(=O)n3ccccc3n2)c1C	-18.3	-2.4	6.0	-9.9	22.7	-1.2	-3.0	-5.5	0.8
Cc1c(NS(=O)(=O)c2cc(C(=O)NCCN(C)C)ccc2Cl)c(=O)n(-c2ccccc2)n1C	11.7	-4.4	12.2	-17.0	10.9	-0.7	7.5	-2.8	3.1
Cc1ccc(CNC(=O)c2ccc(CN3CCOCC3)cc2)cc1	-2.1	-2.1	18.3	-6.7	0.2	0.6	0.6	-2.6	1.5
COC(=O)C1=C(C)N(Cc2cccnc2)C(=O)/C1=C\c1cccs1	11.1	-3.6	-5.2	32.7	7.7	.	-11.7	2.0	-0.3
Cc1ccc(CNC(=O)CCc2c(C)[nH]c(=O)c(C#N)c2C)cc1	-9.0	-0.2	20.5	-9.6	9.8	5.0	-13.7	-5.8	4.5
CC1CCCCN1C(=O)Cn1c(=O)oc2ccccc21 (stereo unspecified)	-10.4	-4.0	28.1	13.1	-6.9	-1.7	4.2	0.9	0.4
COc1cccc(CC(=O)OCC(=O)NNC(=O)c2ccc(Br)cc2)c1	-2.0	-0.3	-3.5	-0.3	30.3	0.2	-10.9	1.4	0.9
Cc1cc(C)nc(SCC(=O)Nc2ccc(S(=O)(=O)Nc3onc(C)c3C)cc2)n1	6.6	3.0	-21.6	1.2	-9.4	6.0	7.6	-0.6	0.9
COc1ccc(C(=O)Nc2ccc3[nH]ncc3c2)cc1	5.1	6.7	-33.0	-0.5	2.6	11.7*	-8.5	-5.1	0.9

A few values from the entries so far.
Value of O=C(NC1CCSc2ccccc21)c1cc(S(=O)(=O)N2CCOCC2)ccc1F (stereo unspecified) under Mdm2-MdmX inh: 18.5
Value of CC(C)NC(=O)NC(=O)COC(=O)C1CCCN1C(=O)c1cccs1 (stereo unspecified) under TIM10 inh: 2.8
